# Mtb BioA inh = M. tuberculosis BioA enzyme inhibitors, primary screen, biochemical, plate reader, single point, HTS | 7,8-diaminopelargonic acid synthase BioA (Mycobacterium tuberculosis) | purified M. tuberculosis BioA enzyme | inhibition, % at 9.99 µM | hit rate 0.096% among 360,000 | AID 602481, 2012; in the data active = inhibition above about 40%; inconclusive = no clear call, values can overlap the other calls
# FadD28 binding = inhibitors of FadD28 bisubstrate probe binding, primary screen, biochemical, fluorescence polarization, single point. Mycobacterium tuberculosis FadD28 fatty-acid-AMP ligase. inhibition, % at 12.5 µM. hit rate 0.22% among 360,000; in the data active = inhibition above about 8.5%, passing the limit was not always enough; inconclusive = no clear call, values can overlap the other calls
# BoNT-F LC inh = BoNT/F light chain protease inhibitors, primary screen, biochemical, flow cytometry, MLPCN library; inhibition, % at 10 µM; Botulinum neurotoxin type F light chain protease (Clostridium botulinum); Multiplex microsphere protease cleavage assay; hit rate 0.22% among 360,000; in the data active = inhibition above about 35%, passing the limit was not always enough; inconclusive = no clear call, values can overlap the other calls; note: plate controls were buffer without enzyme for full effect and enzyme alone for no effect
# UGM FP inh = M. tuberculosis UGM enzyme inhibitors, primary screen, biochemical, fluorescence polarization, single point; hit rate 0.06% among 320,000; inhibition, % at 10 µM; purified UGM, fluorescence polarization probe displacement; UDP-galactopyranose mutase (Mycobacterium tuberculosis (strain ATCC 25618 / H37Rv)), …; in the data active = inhibition above about 10%, passing the limit was not always enough; inconclusive = no clear call, values can overlap the other calls
# Target sequence (P9WIQ1 whole entry, looked up): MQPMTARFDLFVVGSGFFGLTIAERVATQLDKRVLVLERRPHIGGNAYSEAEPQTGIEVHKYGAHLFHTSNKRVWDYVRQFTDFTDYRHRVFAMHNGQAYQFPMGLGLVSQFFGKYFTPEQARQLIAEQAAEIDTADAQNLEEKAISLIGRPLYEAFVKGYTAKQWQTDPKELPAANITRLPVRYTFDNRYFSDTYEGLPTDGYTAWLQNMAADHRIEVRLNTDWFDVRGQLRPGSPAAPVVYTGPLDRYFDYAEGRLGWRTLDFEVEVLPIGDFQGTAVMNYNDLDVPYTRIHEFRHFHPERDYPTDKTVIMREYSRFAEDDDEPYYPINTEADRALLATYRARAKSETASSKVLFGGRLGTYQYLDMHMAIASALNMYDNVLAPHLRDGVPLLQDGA
# GDH-TPI inh = GDH-TPI coupling enzyme inhibitors, primary screen, artefact control for M. tuberculosis FBA inhibitor project, biochemical, absorbance, full deck. AID 588335, 2011. inhibition, % at 4.8 µM. hit rate 1.2% among 360,000. GDH-TPI coupled enzyme counterscreen, NADH absorbance; in the data active = inhibition above about 30%;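 note: 0% = DMSO wells and 100% = wells lacking the enzyme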
# FBA Mtb inh = Mtb FBA enzyme inhibitors, primary screen, biochemical, fluorescence, strain H37Rv; inhibition, % at 1 µM; Fructose-bisphosphate aldolase (Mycobacterium tuberculosis (strain ATCC 25618 / H37Rv)), …; hit rate 2.3% among 360,000; purified M. tuberculosis FBA, fluorescence read-out; in the data active = inhibition above about 27%;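 note: 0% = vehicle and 100% = reference inhibitor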
# Target sequence (P9WQA3 whole entry, looked up): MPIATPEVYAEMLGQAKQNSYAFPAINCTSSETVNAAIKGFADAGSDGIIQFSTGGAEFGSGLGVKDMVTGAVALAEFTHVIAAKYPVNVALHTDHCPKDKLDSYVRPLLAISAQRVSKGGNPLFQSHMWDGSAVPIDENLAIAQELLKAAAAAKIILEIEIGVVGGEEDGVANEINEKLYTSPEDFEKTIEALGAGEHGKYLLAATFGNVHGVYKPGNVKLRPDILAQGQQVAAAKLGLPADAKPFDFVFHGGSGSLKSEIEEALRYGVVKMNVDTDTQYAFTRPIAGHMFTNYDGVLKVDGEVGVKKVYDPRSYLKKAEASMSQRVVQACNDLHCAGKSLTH
# PfHsp40 yeast = rescue of yeast from PfHsp40 toxicity, primary screen, S. cerevisiae, ATP luminescence; growth rescue, % at 12.5 µM; hit rate 0.68% among 340,000; S. cerevisiae expressing PfHsp40, growth rescue; in the data active = growth rescue above about 28%, passing the limit was not always enough; inconclusive = no clear call, values can overlap the other calls;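 note: yeast W303a lacking pdr1 and pdr3 grown in galactose medium; growth measured after three days at 30 °C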
# BoNT-A LC inh2 = BoNT/A light chain protease inhibitors, primary screen, biochemical, flow cytometry, MLPCN library; Botulinum neurotoxin type A light chain protease (Clostridium botulinum A str. ATCC 3502); hit rate 0.17% among 360,000; AID 588499, 2011; multiplex microsphere protease substrate cleavage; inhibition, % at 10 µM; note: plate controls were buffer without enzyme for full effect and enzyme alone for no effect
# Anthrax LF inh2 = Bacillus anthracis LF protease inhibitors, primary screen, biochemical, multiplex microsphere, MLPCN library; Lethal factor (Bacillus anthracis), P15917; multiplex microsphere protease cleavage assay; inhibition, % at 10 µM; hit rate 0.12% among 360,000; AID 588501, 2011; note: plate controls were buffer without enzyme for full effect and enzyme alone for no effect
# Active calls of the source: *; ? = inconclusive; · = not tested or not shown. Cut-off read from the data, not from the text of the source, unless noted: active = inhibition above about 30%; inconclusive = no clear call, values can overlap the other calls; inactive = below that.
SMILES,Mtb BioA inh,FadD28 binding,BoNT-F LC inh,UGM FP inh,GDH-TPI inh,FBA Mtb inh,PfHsp40 yeast,BoNT-A LC inh2,Anthrax LF inh2
Cc1cc(NC(=O)CSc2nnc(-c3ccoc3C)n2N)no1,2.8,-1.7,-6.0,3.0,3.2,0.0,-0.4,-0.9,-14.1
COc1cccc(N2CCN(CC(=O)Nc3ccccc3C(=O)NCCc3ccccc3)CC2)c1,-0.6,-4.9,-8.5,-0.2,2.5,-2.7,1.6,0.2,-6.2
O=C(Nc1ccc(S(=O)(=O)N2C[C@@H]3C[C@@H](C2)c2cccc(=O)n2C3)cc1)c1ccc(F)cc1,-1.1,-2.6,0.4,1.1,2.8,1.1,-1.9,-0.6,-3.5
COc1ccc(-c2csc(NC(=O)C3COc4ccccc4O3)n2)cc1OC (stereo unspecified),-1.4,-1.9,-4.3,0.8,-3.9,-4.0,-0.1,-0.8,2.2
COc1ccccc1CCC(=O)NNC(=O)c1ccccc1,-1.6,1.0,7.1,0.7,-1.5,-1.4,0.6,2.2,1.7
CN1CCN(S(=O)(=O)c2csc(C(N)=O)c2)CC1,-0.2,-2.3,0.7,0.8,0.9,3.4,0.4,0.2,1.6
CSc1ccccc1NC(=O)c1cccs1,1.4,-1.4,-21.1,1.6,-0.4,3.1,0.6,-0.5,0.8
O=C(C1CCN(S(=O)(=O)c2ccccc2)CC1)N1CCCCCC1,-1.7,0.6,-2.2,-0.1,-1.4,3.3,1.9,0.0,-6.5
Cc1c(C(=O)NCCSCc2ccco2)cccc1[N+](=O)[O-],0.3,-0.1,-2.9,-3.3,7.4,-2.8,11.9,-0.6,2.5
C/C(=N\OCC(=O)Nc1c(C)cc(C)cc1C)c1ccc2c(c1)OCCO2,0.2,-0.5,-6.8,0.7,-1.5,-2.2,3.0,-1.4,0.4
COc1ccc(C(C)=O)cc1CSc1nc2ccccc2c(=O)n1-c1ccccc1,-0.7,-1.2,-0.7,2.1,5.9,-2.1,-0.3,0.0,0.6
Cc1ccc(C(C(=O)NCc2ccccc2)N(C(=O)c2csnn2)c2cccc3ccccc23)o1 (stereo unspecified),-3.0,-2.3,-1.0,1.2,1.9,-1.1,0.5,0.7,-4.9
CC1CC1C(=O)OCC(=O)NNC(=O)COc1ccc(Br)cc1 (stereo unspecified),·,-0.3,?,2.5,-11.7,-0.1,-0.3,-4.6,-1.7
CCOC(=O)C1C(=O)CC(C)(O)C(C(=O)OCC)C1c1ccccc1OC (stereo unspecified),8.3,-2.5,1.2,-0.7,-12.0,-3.0,2.7,-1.1,1.2
CCn1c(=S)sc2c(=O)n(CC(=O)Nc3cccc(OC)c3)c(C)nc21,-0.1,-0.2,6.2,-0.7,13.3,0.8,0.1,1.5,-0.8
O=C1OC(N2C(=O)CC[C@H]2C(=O)Nc2ccc(Br)cc2F)c2ccccc21 (stereo partly specified),0.1,-0.8,-6.7,3.0,2.9,2.4,0.9,0.0,-0.4
CN(CC(=O)NC(c1ccccc1)c1ccccc1)Cc1nc2ccccc2c(=O)[nH]1,-0.6,-1.1,3.3,-1.2,-6.9,-1.2,-0.1,0.5,0.4
COc1ccc(C2=Nc3ccccc3NC(=O)C2N(C(=O)c2ccnc3ccccc23)c2ccccc2)cc1 (stereo unspecified),-0.1,0.8,-12.0,·,·,-1.1,·,-0.5,-5.2
CCc1cc2c(=O)oc(-c3ccccc3F)nc2s1,0.1,-3.6,-8.2,1.4,9.6,-0.3,?,0.3,-2.0
COc1ccc(C2c3[nH]c4ccccc4c3CCN2C(=O)c2cn3ccccc3n2)c(F)c1 (stereo unspecified),0.1,-0.6,0.9,0.8,-3.1,0.4,1.4,-1.3,6.5
COc1ccc(Br)cc1CN(C)C(=O)c1ccncc1,1.0,-1.2,-4.3,-2.8,5.5,-3.0,0.6,-1.1,-2.7
CC(NC(=O)COC(=O)/C=C/c1cccc(C(F)(F)F)c1)c1ccccc1 (stereo unspecified),·,-0.7,-1.8,-0.2,3.5,0.5,0.3,0.2,1.1
CC(C)c1ccc(/C=C2\C(=N)N3N=C(CC(=O)N4CCCCC4)SC3=NC2=O)cc1,-0.1,-0.9,6.7,-2.5,4.3,1.2,-0.4,-2.3,3.8
CC1=CC(=O)Nc2ccccc2S1,·,-2.5,-4.9,·,2.6,4.1,-0.8,1.6,-5.8
Cc1c(C(=O)NCc2ccccc2)c(-c2ccccc2)nn1-c1ccccc1,-0.4,-3.8,3.9,-1.4,6.2,-1.6,2.1,0.5,0.2
# New compounds follow
SMILES,Mtb BioA inh,FadD28 binding,BoNT-F LC inh,UGM FP inh,GDH-TPI inh,FBA Mtb inh,PfHsp40 yeast,BoNT-A LC inh2,Anthrax LF inh2
CC(=O)c1c(C)nn(CC(O)COc2ccc3c(c2)CCC3)c1C (stereo unspecified),1.7,-1.0,1.6,0.0,10.4,-1.2,-0.5,0.3,1.9
O=C(COC(=O)CN1CCSC1=O)Nc1ccc(F)cc1Cl,-1.8,-0.8,-2.3,0.6,1.0,1.7,-2.2,-2.7,-2.0
Cc1cccc(NC(=O)c2cc(-c3cc(C)ccc3O)n[nH]2)c1,-0.4,-1.9,6.4,2.1,16.7,3.1,-0.6,-3.7,1.2
C=CCn1c(-c2c[nH]c3ccccc23)n[nH]c1=S,0.8,-0.2,?,2.1,0.0,3.4,1.0,2.2,4.4
CCNc1nc(NCC)n2c(SCC(=O)NC34CC5CC(CC(C5)C3)C4)nnc2n1,-1.1,-1.7,-4.3,0.9,8.3,-2.3,-0.6,-0.7,-0.8
COc1ccc(/C(O)=C2/C(=O)C(=O)N(CCCN(C)C)C2c2ccccc2)cc1OC (stereo unspecified),-0.3,-0.7,1.9,-0.1,16.8,1.8,4.9,3.1,3.8
CCCS(=O)(=O)N1CCC(C(=O)N2CCOCC2)CC1,-1.1,-1.0,-5.9,4.8,-1.4,-0.8,0.2,-0.5,2.8
CCC(=O)Nc1ccc(NC(=O)CSc2nnc(C(C)C)n2C)cc1,-0.9,0.7,-2.5,1.1,1.3,-4.5,-1.3,-0.2,-2.0
COc1cccc(CN2CCCC(C(=O)c3ccc4c(c3)OCO4)C2)c1OC (stereo unspecified),·,-0.2,0.5,-0.1,-1.2,3.2,-2.2,1.4,-1.1
CN(CC(=O)Nc1ccccc1C(F)(F)F)C(=O)c1ccccc1Sc1ccccc1C#N,0.6,-2.0,3.5,3.2,2.2,0.8,-1.0,-0.1,-2.6
Cc1cc(S(=O)(=O)N2CCCCC2CCNC(=O)C(=O)NCC2CCCO2)ccc1F (stereo unspecified),-0.6,-0.9,-3.9,2.6,12.9,-3.4,1.0,-0.1,1.8
CC1(Oc2ccc(-n3ccnc3)cc2)CCN(Cc2cccn2-c2nccs2)C1 (stereo unspecified),6.0,-0.7,3.1,·,8.0,1.0,·,0.3,8.6
O=C(COc1ccc(Cl)cc1Br)NC(=O)NCc1ccccc1,·,-3.7,-1.0,-1.2,-0.3,-3.4,-0.4,-0.4,-0.9
CCOC(=O)C1=C(N)Oc2cc(C)oc(=O)c2C12C(=O)N1c3c(cccc32)C(C)=CC1(C)C (stereo unspecified),-0.7,-2.3,1.6,0.5,4.7,4.0,0.5,2.8,-7.8
COC(=O)c1ccc(NC(=O)CSCc2ccccc2C)cc1,-0.1,0.9,3.0,-0.9,-0.4,8.2,7.4,2.2,-2.9
CS(=O)(=O)N1CCN(C(=O)c2ccc(F)cc2)CC1,-2.5,-0.4,-3.3,-1.6,0.8,9.0,-0.5,-0.1,2.5
CCOc1ccc(NC(=O)CN(C)C(=O)c2sccc2-c2ccccc2)cc1OCC,-0.9,-1.3,·,·,7.4,7.4,1.0,·,·
COc1ccccc1C(C)NCC(=O)NC(=O)NCc1ccco1 (stereo unspecified),-1.9,-2.4,16.5,4.7,3.6,-4.4,-0.3,0.9,-4.3
O=C(NCCC1CCCCN1S(=O)(=O)c1cccs1)C(=O)Nc1cccc(F)c1 (stereo unspecified),1.4,-2.6,0.4,1.6,-12.2,-0.2,-0.4,1.8,-1.9
COc1ccc2c(c1)[C@H]1[C@H](CO2)[C@H](c2ccccc2)[C@]2(C)C(=O)Nc3ccc(C)cc3C(=O)N12,0.6,-1.2,2.0,-1.0,5.2,-0.3,20.1,-0.3,-3.2
Cn1cnnc1SCc1ccc(-c2ccc(Br)cc2)o1,1.1,-5.8,-1.9,-0.4,-2.5,-0.5,-0.9,0.3,5.2
C[C@H](NC(=O)c1nc[nH]c1C(=O)NCC(=O)OC(C)(C)C)C(=O)OC(C)(C)C,-1.5,-0.4,4.0,-0.9,10.8,0.1,-1.3,0.3,-12.2
FC(F)(F)c1ccncc1-c1nnc(C2CCCCC2)o1,-0.4,-3.3,-11.2,-2.1,-5.9,-1.8,-0.9,-1.0,-6.7
CC(C)CC1C(=O)N(Cc2cn(CCC3OCCO3)nn2)CCS(=O)(=O)N1Cc1ccc(-c2ccc(Cl)c(Cl)c2)cc1 (stereo unspecified),-1.4,-5.0,-0.8,·,5.2,-1.9,·,-0.3,-5.5
COc1ccc(/C=C/C(=O)NC2CCCCC2C)cc1 (stereo unspecified),-0.1,0.5,?,-2.4,19.6,0.5,?,?,6.9

# Among those listed so far, five contain bromine:
SMILES,Mtb BioA inh,FadD28 binding,BoNT-F LC inh,UGM FP inh,GDH-TPI inh,FBA Mtb inh,PfHsp40 yeast,BoNT-A LC inh2,Anthrax LF inh2
CC1CC1C(=O)OCC(=O)NNC(=O)COc1ccc(Br)cc1 (stereo unspecified),·,-0.3,?,2.5,-11.7,-0.1,-0.3,-4.6,-1.7
O=C1OC(N2C(=O)CC[C@H]2C(=O)Nc2ccc(Br)cc2F)c2ccccc21 (stereo partly specified),0.1,-0.8,-6.7,3.0,2.9,2.4,0.9,0.0,-0.4
COc1ccc(Br)cc1CN(C)C(=O)c1ccncc1,1.0,-1.2,-4.3,-2.8,5.5,-3.0,0.6,-1.1,-2.7
O=C(COc1ccc(Cl)cc1Br)NC(=O)NCc1ccccc1,·,-3.7,-1.0,-1.2,-0.3,-3.4,-0.4,-0.4,-0.9
Cn1cnnc1SCc1ccc(-c2ccc(Br)cc2)o1,1.1,-5.8,-1.9,-0.4,-2.5,-0.5,-0.9,0.3,5.2

# (continued)
SMILES,Mtb BioA inh,FadD28 binding,BoNT-F LC inh,UGM FP inh,GDH-TPI inh,FBA Mtb inh,PfHsp40 yeast,BoNT-A LC inh2,Anthrax LF inh2
CC1Cc2ccccc2N1C(=O)CSc1nc2cc3c(cc2cc1C#N)OCO3 (stereo unspecified),0.1,0.1,3.0,0.2,-5.2,2.5,-0.4,1.1,-1.3
O=C(CCCO)NNc1c2ccccc2nc2ccccc12,·,-3.4,?,0.6,-6.4,9.2,0.2,?,-2.8
COc1ccccc1-n1nc(C)cc1N,-1.2,-2.7,-2.9,2.8,-5.6,0.0,-1.4,-0.9,-3.0
CCCn1c(SCC(=O)NCc2ccc3c(c2)OCO3)n[nH]c1=O,1.1,-3.5,-5.4,-1.7,2.2,2.5,-1.4,0.7,-8.4
Cc1oc2c(C)c3oc(=O)c(CCC(=O)N[C@@H](CC(C)C)C(=O)O)c(C)c3cc2c1C,·,-3.0,16.9,-2.4,3.2,12.5,0.2,4.4,-4.3
Cc1ccc(/C=C/C(=O)O)cc1S(=O)(=O)Nc1ccc2c(c1)OCO2,-0.9,-3.1,-1.1,0.0,0.6,-0.3,-0.7,-0.3,-1.1
CN(C)S(=O)(=O)c1ccc(N2CCOCC2)c(C(=O)O)c1,-3.6,-3.5,3.9,-2.8,2.4,1.0,0.2,0.7,-7.1
